# High-throughput results as filed in PubChem.
# Rtt109 HAT inh = inhibitors of Candida albicans Rtt109/Vps75 histone acetyltransferase; Q5AAJ8; purified Rtt109/Vps75, ThioGlo CoA-SH fluorescence, 4 h; inhibition, % at 34.9 µM; 330,000 compounds, 0.16% hits; AID 540336;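 active = inhibition of at least 50% in every replicate; inconclusive = best replicate reaches 50% inhibition but some replicates fall short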
# MITF TRPM1 HTS = increases MITF-driven TRPM1 promoter luciferase signal; SK-MEL-5 TRPM1-promoter luciferase, 24 h; % of positive control, neutral wells = 0; activation, % at 12.5 µM; 300,000 compounds, 0.75% hits;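 active = mean activation of at least 80% with every replicate also reaching 80%; inconclusive = mean reaches 80% but some replicate falls short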;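 also: 0% = neutral control wells and 100% = parthenolide positive control wells; values of inactives mirror those of a sister screen read the other way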
# PvdQ acylase = blocks Pseudomonas aeruginosa PvdQ acylase activity. inhibition, % at 10 µM. purified PvdQ acylase, fluorescence plate reader. 340,000 compounds, 0.063% hits; in the data active = inhibition above about 30%, passing the limit was not always enough; inconclusive = no clear call, values can overlap the other calls;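 also: 0% = vehicle neutral wells and 100% = reference inhibitor wells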
# dFosB activator = mouse delta FosB homodimer activation; 340,000 compounds, 0.99% hits; P13346; purified delta FosB, TAMRA-CDK5 oligo fluorescence polarization; percent of positive-control signal above neutral wells; activation, % at 25 µM; AID 493131;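 active = mean activation above about 17%, with every replicate also reaching it, limit read from the data, passing the limit was not always enough; inconclusive = only one of the two conditions met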;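 also: fluorescence polarization rise as delta FosB binds a TAMRA Cdk5 AP-1 oligo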
# Target sequence (P13346 whole entry, looked up): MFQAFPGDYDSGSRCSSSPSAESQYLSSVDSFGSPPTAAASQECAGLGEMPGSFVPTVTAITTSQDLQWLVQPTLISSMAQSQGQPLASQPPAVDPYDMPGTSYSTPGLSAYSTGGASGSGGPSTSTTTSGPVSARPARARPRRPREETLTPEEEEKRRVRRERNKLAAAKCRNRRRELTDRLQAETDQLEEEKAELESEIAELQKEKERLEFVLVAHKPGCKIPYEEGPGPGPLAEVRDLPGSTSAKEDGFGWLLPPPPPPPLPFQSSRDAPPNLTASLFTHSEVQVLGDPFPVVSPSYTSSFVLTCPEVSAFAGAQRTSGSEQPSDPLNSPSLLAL
# CAL PDZ FP-1 = inhibitors of human CAL PDZ peptide binding | Q9HD26 | purified CAL PDZ, TMR-peptide fluorescence polarization, 1 h | inhibition, % at 20 µM | 330,000 compounds, 0.02% hits | AID 504414;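 active = highest replicate inhibition of at least 40%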;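 also: plate controls were DMSO neutral control wells for no effect and unlabeled competitor peptide control wells for full effect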
#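 Material: tagged CAL PDZ protein CerCALP, purified; buffer or medium: sodium phosphate/NaCl buffer pH 7.4 with TCEP, IgG, Thesit; also added: fluorescent TMR peptide probe; schedule: 1 h incubation at room temperature before polarization reading; technique: fluorescence polarization from S- and P-plane intensities, G-factor corrected; control set: unlabelled peptide and DMSO controls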
# SR-BI uptake up = activators of SR-BI mediated HDL lipid uptake. activation, % at 12.5 µM. 320,000 compounds, 0.096% hits. AID 504775. CHO ldlA[mSR-BI] cells, DiI-HDL uptake fluorescence, 3 h; 100 = double the neutral-control signal;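 active = mean replicate activation of at least 60% and every replicate at or above 60%; inconclusive = mean or all-replicate condition met, but not both; inactive = mean below 60% and not all replicates reaching 60%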;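 also: 0% = median plate neutral-control signal and 100% = twice that signal; values of inactives mirror those of a sister screen read the other way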
#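 Assay system: LDL receptor-deficient CHO ldlA cells overexpressing murine SR-BI / Medium: BSA-supplemented, HEPES-buffered Ham's F12, pH 7.4 / Probe or stimulus: DiI-labelled HDL at 10 µg/mL final / Timing: compound with DiI-HDL co-incubation, 3 h at 37 °C / Technique: bottom-read cell fluorescence after medium removal, ex 550/em 595 nm / Measure: HDL uptake via cellular fluorescence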
# SR-BI HDL uptake = mouse SR-BI HDL lipid transfer inhibition; inhibition, % at 12.5 µM; 320,000 compounds, 0.96% hits; Q61009; ldlA[mSR-BI] CHO cells, DiI-HDL uptake fluorescence, 3 h;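 active = mean replicate inhibition of at least 70% and a set share of replicates each scoring 70 or more; inconclusive = meets just one of the two criteria; inactive = fails both criteria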;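 also: 0% = median of neutral control wells and 100% = median of positive control wells; values of inactives mirror those of a sister screen read the other way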
# Target sequence (Q61009 whole entry, looked up): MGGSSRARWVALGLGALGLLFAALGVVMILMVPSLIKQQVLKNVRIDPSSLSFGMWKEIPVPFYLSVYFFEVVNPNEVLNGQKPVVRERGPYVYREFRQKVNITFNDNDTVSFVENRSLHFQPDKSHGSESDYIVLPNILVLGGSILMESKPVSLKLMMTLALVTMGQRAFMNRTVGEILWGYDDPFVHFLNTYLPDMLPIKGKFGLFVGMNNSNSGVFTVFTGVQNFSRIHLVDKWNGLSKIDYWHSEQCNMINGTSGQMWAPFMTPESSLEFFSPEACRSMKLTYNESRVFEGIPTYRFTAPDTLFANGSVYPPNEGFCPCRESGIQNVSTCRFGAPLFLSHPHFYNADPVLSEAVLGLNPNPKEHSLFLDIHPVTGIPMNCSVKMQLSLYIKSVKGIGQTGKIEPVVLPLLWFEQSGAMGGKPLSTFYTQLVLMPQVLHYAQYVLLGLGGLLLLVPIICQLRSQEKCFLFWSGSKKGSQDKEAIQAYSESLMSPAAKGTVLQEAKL
# PfHsp90 yeast 2 = reduces growth (ATP signal) of yeast expressing P. falciparum Hsp90 | S. cerevisiae expressing PfHsp90, BacTiter-Glo ATP, 48 h; yeast lacking PDR1 and PDR3 efflux regulators | inhibition, % at 9.4 µM | 310,000 compounds, 0.32% hits;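 active = every replicate shows inhibition above about 80%, whatever the replicate mean, limit read from the data; inconclusive = mean inhibition reaches the set limit but some replicate falls short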;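 also: 0% = DMSO neutral controls and 100% = 20 µM radicicol positive controls; yeast relying on Plasmodium falciparum Hsp90 in place of its own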
# CAL PDZ FP-2 = CAL PDZ (human) peptide binding inhibition; Q9HD26; purified CAL PDZ, TMR-peptide fluorescence polarization, 1 h; inhibition, % at 24.9 µM; 300,000 compounds, 0.92% hits; AID 602252;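 active = mean inhibition of at least 30% with at least half of replicates also reaching 30%; inconclusive = no clear call, values can overlap the other calls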;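 also: 0% = DMSO neutral control and 100% = excess unlabeled competitor peptide PRC23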
# NSD2 inh = inhibitors of human histone methyltransferase NSD2; NSD2 peptide methylation, AlphaScreen, 120 min; inhibition, % at 12.5 µM; 310,000 compounds, 0.54% hits; AID 743445; in the data active = inhibition above about 50%
# * hit, by the source's call; ? = inconclusive; nt = not tested or not shown. No enrichment for hits; overall some 4.3% were active at least once.
mol,Rtt109 HAT inh,MITF TRPM1 HTS,PvdQ acylase,dFosB activator,CAL PDZ FP-1,SR-BI uptake up,SR-BI HDL uptake,PfHsp90 yeast 2,CAL PDZ FP-2,NSD2 inh
CCCCN(N=Nc1nonc1OC)c1nonc1OC,-3,12,-8,0,-0.7,-42,42,-29,-2,-1
O=C(Nc1cccc(F)c1)C1CCN(C(=O)Cc2ccccc2)CC1,6,-8,-7,-1,0.5,-21,21,-10,-6,0
O=C1C2C3C=CC(C3)C2C(=O)N1Nc1ccccc1 (configuration not stated),-4,nt,-16,-6,-0.1,4,-4,9,0,-1
CC(C)c1ccc(NC2CCCN(C(=O)c3ccnn3C)C2)cc1 (configuration not stated),0,15,-1,-5,-0.5,16,-16,-1,55*,2
Cc1ccc(C)c(N2CCN(C(=O)c3cc(S(=O)(=O)N4CCOCC4)ccc3F)CC2)c1,-20,-3,-4,1,-2.9,-13,13,-2,-1,1
C[C@]12C=C[C@H](O)CC1=CCC1C2CC[C@@]2(C)C1CCC21OCCO1 (some centres not stated),-1,8,-10,-2,-0.8,-7,7,11,-3,-2
COc1ccc2c(c1)CCC(C)N2S(=O)(=O)c1ccc(C2CNC(=O)C2)cc1 (configuration not stated),42,-11,0,-9,-2.5,-3,3,-8,-1,3
O=S(=O)(Nc1ccccn1)c1ccc(-n2cccn2)cc1,3,-6,-24,1,-1.9,-2,2,-22,0,2
CCCNC(=O)c1[nH]c(C)c(C(C)=O)c1C,2,2,-19,-7,-0.5,6,-6,17,-5,-5
CC(C)C(C(=O)NC(C)(C)C)N(CCN1CCOCC1)C(=O)CNS(=O)(=O)c1ccccc1 (configuration not stated),-27,-9,-12,-13,-2.3,10,-10,-17,-9,-4
O=C(CCCOc1ccccc1)N1CCc2ccccc2C1,0,nt,-4,0,-1.0,?,-106,nt,2,-6
COc1ccc2c(c1)CCc1c-2n[nH]c1C(=O)O,12,8,5,-4,1.0,2,-2,-6,-1,0
COc1ccc(-n2cc(CNCC3CC(=O)N(C4CC4)C3)c(-c3ccccc3Cl)n2)cc1 (configuration not stated),-2,9,-9,-1,-0.6,-4,4,-5,nt,-4
COc1ccc(/C=C/C2=NNC(=O)CC2)cc1,2,-11,1,-3,-1.3,23,-23,-8,-3,-3
Cc1ccc(S(=O)(=O)Nc2ccccc2N=Cc2ccc([N+](=O)[O-])cc2[N+](=O)[O-])cc1,3,-1,-11,-7,-0.4,5,-5,-25,-3,0
CC(C)C(=O)Nc1nnc(CSCc2ccccc2F)s1,3,nt,-14,-1,-0.4,46,-46,nt,nt,2
O=S(=O)(Nc1nc2ccccc2nc1Nc1cccc(S(=O)(=O)N2CCCCC2)c1)c1ccccc1,7,-16,-8,-12,-3.7,-9,9,-28,-2,12
CC(=O)Nc1ccc(S(=O)(=O)N(C)c2ccc(OCCOc3ccccc3F)cc2)cc1,-3,16,-7,-4,0.3,-54,54,-47,-3,2
CC(=O)N1CCCc2cc(S(=O)(=O)N(C)Cc3ccccc3)ccc21,-2,1,-8,0,-3.3,31,-31,4,-2,-2
COc1ccc2[nH]c(C(=O)Nc3ccc(F)cc3Br)cc2c1,5,nt,6,-6,-2.0,1,-1,-26,-3,-2
CCc1ccc(NC(=O)CSc2nnc(-c3ccco3)o2)cc1,7,-3,-16,-5,-2.6,16,-16,nt,-3,-1
Cc1cccc(Nc2ccc(NCc3ccccc3)nn2)c1,-1,28,4,-9,0.8,-7,7,-4,nt,-2
O=C(NC1CCN(C(=S)Nc2ccc(F)cc2)CC1)C1CCCCC1,0,-2,-11,5,-1.3,nt,nt,-54,-3,-1
Cn1c(=O)[nH]c(=O)c2c1nc(Br)n2C/C=N/Nc1ccccc1,-1,-14,10,0,0.8,7,-7,nt,6,3
CCN(CC)S(=O)(=O)c1cccc(C(=O)NCCCn2ccnc2)c1,24,12,6,-3,-0.2,nt,nt,7,nt,1
COc1ccc(C(=O)NCC(=O)O)cc1,-5,-3,4,-1,-0.3,23,-23,nt,nt,0
CN1CCN(C(=O)C2=C[C@@H](c3ccc(C(F)(F)F)cc3)C[C@@H](OCCCCO)O2)CC1,-2,-2,4,-3,-1.4,11,-11,-10,-1,nt
CC(C)C(=O)N1CCN(c2ccccc2NC(=O)c2ccc(Br)o2)CC1,-1,-11,-6,-7,-1.1,-49,49,-24,-3,0
O=C1c2ccccc2C(=O)N1CCCCSc1nnc2c(Cl)cc(Cl)cn12,14,-4,-13,9,-1.8,16,-16,nt,1,0
N/C(CC(=O)Nc1ccc(F)cc1)=N\O,-1,5,8,4,0.3,16,-16,-9,-3,-2
CCCNC(=O)c1cc(Cl)c(NC(=O)C2=C(C)OCCS2)cc1OC,4,31,9,-6,-2.2,-16,16,-1,-4,4
O=C(c1c(Cl)cccc1Cl)N1CCCCCC1,-1,-5,-18,-2,23,1,-1,7,nt,0
COC(=O)c1cc(OC)c(OC)cc1NC(=O)c1ccc(OC)c(OC)c1,3,4,-2,19*,-3.5,-33,33,4,-3,-2
Cc1nn(-c2ccccc2)c(C)c1C(=O)OC/C(O)=C(\C#N)c1nc2ccccc2[nH]1,-9,nt,-11,-8,-1.6,3,-3,nt,nt,nt
COc1ccc(NS(=O)(=O)c2ccc3oc(SC4CCOC4=O)nc3c2)cc1 (configuration not stated),-9,nt,4,-8,-1.3,14,-14,-11,-2,-2
O=C(O)CSc1cccc[n+]1[O-],-12,nt,0,-7,0.5,-4,4,2,-1,-1
COc1ccc(/C=C2\SC(=O)N(CCNC(=O)Cn3cnnn3)C2=O)cc1,6,?,-3,-9,-0.7,0,0,-7,nt,2
Cc1ccc(S(=O)(=O)NC(C)(C)CSc2nncn2N)cc1,3,2,3,-4,0.2,-27,27,-18,-6,0
CC(C)NC(=O)N(C)C[C@H]1Oc2ccc(NC(=O)c3ccncc3)cc2C(=O)N([C@H](C)CO)C[C@@H]1C,18,0,15,-4,-0.1,-2,-6,6,0,nt
COc1ccccc1OCCn1cc(C#N)c2ccccc21,0,14,-14,0,-1.1,-21,21,-37,-3,0
O=C(CCN1C(=O)/C(=C\c2ccccc2)SC1=S)NCCCN1CCOCC1,6,6,-11,-1,-2.5,-10,10,6,-6,4
CCN(CC)CCn1c(NCc2ccccn2)nc2ccccc21,0,2,-11,-8,-3.1,22,-22,-17,nt,50
Brc1ccc(C=Nc2ccc3c(c2)OCCOCCOCCO3)s1,2,-4,5,-5,-0.1,-15,15,9,nt,19
COc1ccc(Nc2nc(N)nc(CN3CCC(Cc4ccccc4)CC3)n2)cc1,-2,-8,-17,-5,-1.9,16,-16,33,nt,nt
O=C(c1ccccc1)c1sc(N2CCCCCC2)nc1-c1ccccc1,-8,3,7,-6,-1.7,18,-18,nt,-5,-5
O=C(COC(=O)c1ccc2ccccc2n1)c1ccccc1,-2,-21,-15,-8,nt,34,-34,nt,3,-6
CNC(=S)NNC(=O)c1ccc(N(C)C)cc1,-7,nt,-5,6,1.4,14,-14,3,3,-2
Cc1ccccc1OCCNC(=O)c1ccco1,-1,30,-11,-7,-3.8,0,0,30,-4,2
COc1ccc(-c2cc(C)no2)cc1S(=O)(=O)N1CCCN(Cc2ccccc2Cl)C1,2,7,-7,-7,-2.1,2,-2,-31,-2,23
CC(C)CNc1oc(-c2ccccc2Cl)nc1C#N,18,-9,7,-7,-2.1,-10,10,1,-4,nt
COc1ccccc1C(=O)N1CCN(CCNC(=O)C(=O)Nc2ccc(Br)c(C)c2)CC1,6,-21,-14,-17,-2.1,-63,63,9,nt,2
CCOc1ccc(N2CC(C(=O)Nc3cc(OCC)c(N4CCOCC4)cc3OCC)CC2=O)cc1 (configuration not stated),25,-2,8,-16,-2.8,-8,8,-2,-3,0
Nc1cc(=O)[nH]c(SCCSc2cc(Cl)ccc2Cl)n1,-2,-48,-8,1,0.4,20,-20,-24,-5,-2
Cn1nc(C(=O)Nc2cccc(C(F)(F)F)c2)ccc1=O,-10,21,-9,-1,-2.5,7,-7,1,-6,1
Cc1cc(C)n(Cc2ccc(C(=O)Nc3ccc(Br)cc3C)o2)n1,-3,-5,2,2,-0.6,-26,26,1,0,1
Cc1nc(NC(=O)CN2CCN(c3cccc(Cl)c3)CC2)sc1C(=O)N(C)C,1,nt,8,2,-0.5,12,-12,9,-3,-5
CCC(C)(NC=O)C(=O)Nc1c(C)cccc1C (configuration not stated),11,5,15,-5,0.3,16,-16,-11,nt,-1
O=c1c2ccccc2nc(SCc2ccccc2)n1Cc1ccco1,2,-2,-8,-14,-2.3,5,-5,25,-3,-7
CNC(=O)c1ccc2nc(NC(C)=O)sc2c1,13,18,14,-20,-0.6,26,-26,-7,-4,-2
COc1ccc(NC(=O)c2cc([N+](=O)[O-])ccc2NC(=O)CNCc2ccccn2)c(OC)c1,8,-17,2,-9,-0.8,nt,nt,5,4,-4

# More results follow:
mol,Rtt109 HAT inh,MITF TRPM1 HTS,PvdQ acylase,dFosB activator,CAL PDZ FP-1,SR-BI uptake up,SR-BI HDL uptake,PfHsp90 yeast 2,CAL PDZ FP-2,NSD2 inh
O=C1CC(C(=O)NC2CCCCC2)C(c2ccccc2)O1 (configuration not stated),1,-3,-12,-2,0.0,23,-23,2,7,1
O=C(CSc1nnc(-c2ccoc2)o1)N1CCOCC1,-22,9,-10,4,-0.1,5,-5,13,-5,-1
Cc1nn(-c2ccccc2)c(Cl)c1/C=N/O,-4,-2,-12,3,-1.9,11,-11,6,1,-2
CC(=O)c1ccc(NC(=O)C(C)OC(=O)c2cccc(-n3cnnn3)c2)cc1 (configuration not stated),1,3,-1,0,-2.9,-12,12,nt,-2,-1
CCCC(=O)NC(=S)Nc1cccc(Cl)c1N1CCCCC1,-2,-12,3,-2,-1.6,-22,22,23,nt,3
CC(C)NC(=O)C1CCN(C2CCN(Cc3nc4ccccc4s3)CC2)CC1,-16,-9,-8,2,0.3,9,-9,12,nt,0
Brc1ccc(NCc2nnc3n2CCCCC3)cc1,nt,0,-24,2,-2.6,-9,9,-16,-1,-2
CC(=O)c1c(C)[nH]c(C(=O)COC(=O)C2CC2)c1C,0,14,-6,-1,-2.5,nt,nt,4,-4,4
CS(=O)(=O)c1ccc2nc(NC(=O)CN3CCCCCC3)sc2c1,-14,-8,-1,-3,-1.6,13,-13,-5,0,-2
